From PubChem
KAT2A inh – GCN5L2 (KAT2A) acetyltransferase inhibition; Q92830; GCN5L2 HAT assay, ThioGlo1 CoA-SH fluorescence; Potency, µM (highest dose often 58.9 µM), without a hit: at the top dose activity change, negative = inhibition, usual class: inhibitors; actives 0.21% (n = 390,000); AID 504327
Target sequence (Q92830 whole entry, looked up): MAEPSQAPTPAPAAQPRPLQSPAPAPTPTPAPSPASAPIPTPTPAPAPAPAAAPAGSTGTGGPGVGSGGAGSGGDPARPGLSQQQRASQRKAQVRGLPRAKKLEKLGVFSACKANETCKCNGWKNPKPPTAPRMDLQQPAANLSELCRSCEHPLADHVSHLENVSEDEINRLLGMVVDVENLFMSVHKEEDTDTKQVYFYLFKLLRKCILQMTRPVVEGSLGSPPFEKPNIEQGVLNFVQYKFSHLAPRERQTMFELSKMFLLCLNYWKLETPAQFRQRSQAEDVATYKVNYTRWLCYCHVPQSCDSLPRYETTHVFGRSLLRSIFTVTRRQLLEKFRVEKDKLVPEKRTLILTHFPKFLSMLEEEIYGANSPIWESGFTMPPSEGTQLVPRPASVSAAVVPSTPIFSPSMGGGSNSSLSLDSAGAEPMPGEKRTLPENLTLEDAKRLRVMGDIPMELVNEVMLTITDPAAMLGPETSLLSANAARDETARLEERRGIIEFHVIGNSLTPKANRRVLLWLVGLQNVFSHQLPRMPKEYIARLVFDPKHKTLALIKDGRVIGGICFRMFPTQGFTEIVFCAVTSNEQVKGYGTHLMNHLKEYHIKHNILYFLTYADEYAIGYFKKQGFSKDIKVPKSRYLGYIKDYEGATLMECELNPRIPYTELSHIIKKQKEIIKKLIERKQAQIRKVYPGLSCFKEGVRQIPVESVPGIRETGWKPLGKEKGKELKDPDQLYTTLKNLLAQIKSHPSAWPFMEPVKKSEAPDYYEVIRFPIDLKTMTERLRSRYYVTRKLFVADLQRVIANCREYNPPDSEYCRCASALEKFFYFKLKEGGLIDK
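ThioGlo1-coupled HAT assay: 20nM GCN5L2, 70uM acetyl-CoA, 75uM H3(1-25) peptide, pH 7.5. Fluorescence read at 340/540nm at start and after 20 min at room temperature.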
TDP1 cell noCPT – qHTS for Inhibitors of human tyrosyl-DNA phosphodiesterase 1 (TDP1): qHTS in cells in absence of CPT; DT40 Tdp1-/- hTDP1 cells, no CPT, ATP luminescence, 48 h; Potency, µM (titrated, usually from 46.2 µM), without a hit: at the highest dose activity change, negative = growth inhibition, most hits filed as inhibitors; actives 15% (n = 420,000); AID 686978, 2013; also: nearly all actives have a fitted effect of over 55% in size
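Chicken DT40 Tdp1-/- cells complemented with human TDP1, screened without camptothecin (DMSO vehicle only), 400 cells/well. Compounds pin-transferred, cells incubated at 37 °C for at least 48 hr. Growth read as ATP-dependent luminescence (CellTiter-Glo, 30 min at RT).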
DT40 TDP1 CPT – DT40-hTDP1 cell growth loss with CPT | chicken DT40 Tdp1-/-;hTDP1 cells + 20 nM CPT, ATP luminescence, 48 h | Potency, µM (titrated, usually from 46.2 µM), for inactives: at the highest dose activity change, negative = growth inhibition, hits mostly inhibitors | actives 12% (n = 420,000) | AID 686979; also: nearly all actives have a fitted effect of over 55% in size
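Chicken DT40 Tdp1-/- cells complemented with human TDP1, 400 cells/well, exposed to compounds plus 20 nM camptothecin for at least 48 h at 37 C; viability read as ATP content by CellTiter-Glo luminescence.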
Starred values were filed as active, the others as inactive; ? = inconclusive; nt = not tested or not shown; & = joins results of further samples; [ ] = dose if it differs, or a comment. Calls follow the shape of the dose curve; as a rule, active = well fitted curve in the direction sought with a large enough effect; inconclusive = small, poorly fitted or top-dose-only effect, or another doubt; inactive = no such curve, though single readings can be large; an effect the other way counts as inactive or inconclusive. % is scaled to controls: 0 for no effect and ±100 for the full control effect; potency is read from the fitted curve at half-maximal effect. A portion of the library, so the mix of outcomes need not match the whole.

SMILES	KAT2A inh	TDP1 cell noCPT	DT40 TDP1 CPT
Cc1cc(=O)oc2c(C)c(OC(=O)c3ccco3)ccc12	nt	-21%	-18%
Cc1cccc(CSCCNC(=O)c2ccc(N(C)S(=O)(=O)c3ccccc3)cc2)c1	-7%	?	-28%
CCOC(=O)C1CCN(C(=O)CCc2c(C)nc3c(-c4ccc(F)cc4)c(C)nn3c2C)CC1	-10%	?	8.2µM*
Cc1ccc(-c2c[n+](CC(=O)Nc3ccccc3C)c3n2CCC3)cc1	3%	?	?
COc1ccccc1/C=C1\N=C(C(C)(C)C)OC1=O	-11%	?	?
Cc1ccc([N+](=O)[O-])cc1NC(=S)NC(=O)C(C)(C)C	-4%	-5%	-3%
CCN(C(=O)COC(=O)c1ccccc1Cc1ccccc1)c1c(N)n(Cc2ccccc2)c(=O)[nH]c1=O	nt	?	?
CCN(CC)C(=O)CSc1nc(O)cc(=O)n1C	-10%	-2%	-10%
CN1CCc2cc(O)c(O)cc2C(c2ccccc2)C1 (stereo unspecified)	-1%&-6%	?	-12%
O=[N+]([O-])c1ccc(Cl)c(CN2CCN(c3ncccn3)CC2)c1	-3%	-19%	-1%
CN(C)C1(CNC(=O)c2cccc(S(=O)(=O)Nc3ccc(Br)cc3)c2)CCCCC1	-9%	-14%	?
O=C(NCCc1ccccn1)c1cnn(-c2ncc3c(n2)-c2ccccc2CC3)c1C1CC1	nt	?	-13%[9.04 µM]
CCOc1ccc(NS(=O)(=O)c2cc(C)c(C)cc2C)cc1	-4%	?	?
O=C(O)[C@H]1CN(C/C=C/P(=O)(O)O)CCN1	-6%	1%	7%
Nc1cc(-c2nc3ncccc3o2)ccc1Cl	-16%	-28%	?
CCCCc1nc(SCC(=O)N2CCCCC2)c2c(=O)n(C)c(=O)n(C)c2n1	-6%	?	?
CS(=O)(=O)N1CCCC(C(=O)Nc2ccccc2Cl)C1 (stereo unspecified)	0%	-5%	?
Cc1nc2ccccc2n1S(=O)(=O)c1cc(C(=O)O)ccc1Cl	-7%	8%	4%
O=C(CN1C(=O)NC2(CCCC2)C1=O)Nc1ccc(F)c(F)c1F	-2%	0%	1%
Cc1ccc2nc(COC(=O)c3ccc(Cl)nc3)cc(=O)n2c1	-3%	-1%	12%
Cn1c(SCc2cc(=O)[nH]c3ccccc23)nnc1-c1ccc(Br)cc1	-8%	?	?
Cc1noc(C)c1C(=O)NCc1cccs1	-15%	?	2%
Cn1c(=O)[nH]c(=O)c2c1nc(SCCC(=O)O)n2Cc1cccc(Br)c1	-8%	-6%	1%
Cc1cc(C)c(S(=O)(=O)N2CCCC(C(=O)N3CCOCC3)C2)c(C)c1 (stereo unspecified)	-10%	-12%	?
COc1ccccc1-c1nnc(SCC(=O)Nc2ccc3[nH]c(=O)[nH]c3c2)n1N	-5%	-1%	1%
CCN(CC)c1ccc(S(=O)(=O)N2CCOCC2)cc1NC(=O)COC(=O)/C=C/c1ccco1	nt	26µM*	23µM*
COc1ccc(-c2csc(Cc3nnc4n3CCCCC4)n2)cc1	5%	-23%	-3%
CC(=O)N1c2ccc(C)cc2C(c2ccccc2)CC1C (stereo unspecified)	-4%	?	?
CSCCC(NC(=O)c1ccco1)C(=O)Nc1cc(C)ccn1 (stereo unspecified)	-6%	-6%	-18%
Cc1ccc(S(=O)(=O)N2CCCC(C(=O)NCc3ccccc3F)C2)cc1 (stereo unspecified)	1%	-29%	-14%

Entries listed so far containing a Cl atom:
SMILES	KAT2A inh	TDP1 cell noCPT	DT40 TDP1 CPT
O=[N+]([O-])c1ccc(Cl)c(CN2CCN(c3ncccn3)CC2)c1	-3%	-19%	-1%
Nc1cc(-c2nc3ncccc3o2)ccc1Cl	-16%	-28%	?
CS(=O)(=O)N1CCCC(C(=O)Nc2ccccc2Cl)C1 (stereo unspecified)	0%	-5%	?
Cc1nc2ccccc2n1S(=O)(=O)c1cc(C(=O)O)ccc1Cl	-7%	8%	4%
Cc1ccc2nc(COC(=O)c3ccc(Cl)nc3)cc(=O)n2c1	-3%	-1%	12%

The list goes on:
SMILES	KAT2A inh	TDP1 cell noCPT	DT40 TDP1 CPT
Cc1ccc(S(=O)(=O)N(C)C)cc1NC(=O)Nc1ccccc1	6%	-14%	1%
Cn1c(=O)oc2cc(S(=O)(=O)N3CCC4(CC3)OCCO4)ccc21	-2%	-18%	-3%
CCOC(=O)CSc1nnc(Cn2nnc3ccccc32)n1-c1ccc(F)cc1	-9%	7%	10%
COc1ccc(NC(=O)c2cccs2)c([N+](=O)[O-])c1	-3%	-8%	0%
O=C(Nc1ccc(Cl)cn1)c1ccc([N+](=O)[O-])o1	3%	15µM*	2.3µM*
N#CC1(Nc2ccc(-c3ccc(NC4(C#N)CCCC4)cc3)cc2)CCCC1	nt	-19%	-12%
CC12CN(C(=S)Nc3ccccc3)CC(C)(CN(C(=S)Nc3ccccc3)C1)C2=O	-4%	-29%	1%
CC(C)c1ccc(NC(=O)C2CCN(S(C)(=O)=O)CC2)cc1	-3%	?	?
Cc1cc(C)n(/N=C/c2ccco2)c(=O)c1C#N	-5%	13%	5%
Cc1ccc(OCC(=O)NCCO)c(Br)c1	1%	3%	13%
CCOC(=O)N1CCC(NC(=O)C2CCN(S(=O)(=O)N3CCCC3)CC2)CC1	-5%	7%	3%
COc1ccc(C(=O)N2CCN(C(C)=O)CC2)cc1S(=O)(=O)NCc1ccc(Cl)cc1	-16%	-25%	-7%
CCOC(=O)c1c(-c2ccccc2)oc2ccc(OCC(O)CN(C)C)cc12 (stereo unspecified)	-13%	23µM*	?
Cc1nc(N)sc1N=Nc1c(C)n(C)n(-c2ccccc2)c1=O	-11%	-17%	?
CCOc1ccc(NC(=O)Cn2c(=O)n(-c3cccc(OC)c3)c(=O)c3c4c(sc32)CCCC4)cc1	-7%	-2%	?
Cc1ccccc1C(=O)N1CCN(c2ccc(N3CCOCC3)nn2)CC1	-5%	4%	-15%
Cn1c(=O)c2c(nc(CN3CCOCC3)n2Cc2ccccc2)n(C)c1=O	nt	-21%	-18%
CCOc1ccccc1CNC(=O)c1ccc(N2Cc3ccccc3Oc3ncccc32)s1	-7%	15µM*	?
CC(C)c1ccc2[nH]c3nc(SCC(=O)NC4CC4)nnc3c2c1	-3%	?	?
COc1cc(-c2cc3nc(NCc4cccs4)ccn3n2)cc(OC)c1OC	nt	10µM*	10µM*
NCCCn1c(C(=O)c2cc(Cl)c(N)c(Cl)c2)c2ccccc2[n+]1[O-]	-4%	?	?
O=c1[nH]c(SCCOc2ccccc2)nc2ccccc12	nt	?	?
CCOc1ccc(NC(=O)CSc2nnc(Cc3cccn3C)n2-c2ccc(F)cc2)cc1	-1%	?	?
CC(C#CCN1CCCCC1)OCCOCc1ccccc1 (stereo unspecified)	15%	?	-30%
CS(=O)(=O)N1CCN(c2ccccc2NC(=O)c2cccs2)CC1	-27%	-25%	3%
Cc1ccc(Sc2cnn(-c3ccccc3)c(=O)c2Cl)cc1	-5%	29µM*	?
CC(=O)CCC(=O)N1CCC(n2nccc2NC(=O)c2ccccc2C)CC1	-1%	0%	-13%
CCn1c(=Nc2ccc(N3CCOCC3)cc2)ccc2ccccc21	-11%	?	?
COc1ccc(-c2cc(N3CCCC3)n3ncnc3n2)cc1	-3%	?	?
CCCCN1C(=O)C(CC(=O)NCCCN(C)C)CC(C(=O)N(CC)CC)=C1C (stereo unspecified)	nt	-6%	8%
COc1cc(/C=N/NC(=O)c2cc(-c3ccc4c(c3)OCO4)n[nH]2)ccc1O	-1%	?	?
O=C(CSc1nnc(-c2cccs2)o1)Oc1ccc(Cl)cc1	1%	-4%	-2%
CCCCOc1ccc(C(=O)NCC(=O)NCC(c2ccc(F)cc2)N2CCOCC2)cc1 (stereo unspecified)	2%	?	?
CCC(C)(C(=O)NC1CCCC1)N(C(=O)c1ccccn1)c1ccccc1 (stereo unspecified)	4%	-9%	1%
COc1ccccc1C(CNC(=O)c1cccc(S(=O)(=O)N2CCCc3ccccc32)c1)N(C)C (stereo unspecified)	nt	?	?
COc1ccc(Cl)cc1NC(=S)NCCO	-8%	-11%	32%[activator]
COc1ccc([C@H]2CC(=O)C=C(c3cc(C)ccc3F)C2)cc1	-4%	?	-23%
CCOc1ccc(OCC)c(Nc2cc(C)nc3ncnn23)c1	-8%	-12%	1%
CCOC(=O)N1N=C(c2ccc(OC)cc2)CC1(O)C(F)(F)F (stereo unspecified)	-7%	-23%	0%
Cc1cc(N2CCCC2)ccc1/C=C1\NC(=S)N(C)C1=O	-2%	3.3µM*	4.6µM*
CCOc1cc2[nH]c(=S)n(CC3CCCN3CC)c(=O)c2cc1OCC (stereo unspecified)	2%	-13%	-8%
O=C(NCc1ccccc1Cl)C(=O)NCC1OCCN1S(=O)(=O)c1ccc(F)cc1 (stereo unspecified)	-6%	-30%	-21%
O=C(CSC1=NCCS1)Nc1nc(-c2ccccc2)cs1	-16%	-21%	?
CC(=O)Nc1ccc(C(=O)N2CCCCC2c2cc(C(=O)NCc3ccccc3)no2)cc1 (stereo unspecified)	nt	-10%	-12%
CC(=O)Oc1ccc(N(C(C)=O)S(=O)(=O)c2ccc3ccccc3c2)cc1	-21%	21µM*	?
CCC1=Nc2cc(C(=O)NCc3ccco3)ccc2Sc2ccc(C)cc21	-4%	1.3µM*	1.5µM*
C=CCn1c(SCC(=O)c2ccc(Cl)cc2)nnc1-c1ccc2c(c1)OCO2	-7%	-18%	3%
COc1ccc(C(=O)N/N=C/c2ccc(OC)c(CN3CCc4cc(OC)c(OC)cc4C3C)c2)cc1 (stereo unspecified)	-5%	?	?
CC(C)(C)NC(=O)Cn1c(SCC(=O)NC2CCCCC2)nc2ccccc21	0%	-7%	-18%
CSc1ccc(S(=O)(=O)NC2CC3CCC2C3)cc1 (stereo unspecified)	?	-62%	0%
O=C(NCc1ccccc1)C1c2ccccc2OCC(=O)N1CCc1ccccc1 (stereo unspecified)	nt	-30%	-2%
OCCNc1nc(SCc2ccccc2)nc2sc3c(c12)CCC3	-18%	15µM*	?
Cc1cc(N2CCOCC2)nc2ccc(NC(=S)N3CCN(Cc4ccccc4)CC3)cc12	-17%	?	?
CC(C)CNC(=O)C1(C)CCCN1C(=O)c1cccnc1 (stereo unspecified)	nt	-25%	-13%
O=C(CNC(=O)C1CCCCC1)NCc1ccco1	-4%	-7%	10%
O=S(=O)(O)c1cc(O)c(N=Nc2ccc(O)cc2O)c2ccccc12	nt	?	?
COC(=O)Cc1ccc(NC(=S)N2CCN(c3ccc(F)cc3)CC2)cc1	30%	5.2µM*	12µM*
CCOC(=O)c1[nH]c(C)c(CCC(=O)NCc2ccc(OCC)cc2)c1C	-2%	-27%	-10%
CN(C)c1ccc(-c2csc(C(C)(O)c3ccccc3)n2)cc1 (stereo unspecified)	nt	16µM*	15µM*
CC(=O)Oc1ccc(N(c2ccccc2)S(=O)(=O)c2ccc(C)cc2)cc1	-8%	?	?

Next section, starting with the last seven of the part before.
SMILES	KAT2A inh	TDP1 cell noCPT	DT40 TDP1 CPT
CC(C)CNC(=O)C1(C)CCCN1C(=O)c1cccnc1 (stereo unspecified)	nt	-25%	-13%
O=C(CNC(=O)C1CCCCC1)NCc1ccco1	-4%	-7%	10%
O=S(=O)(O)c1cc(O)c(N=Nc2ccc(O)cc2O)c2ccccc12	nt	?	?
COC(=O)Cc1ccc(NC(=S)N2CCN(c3ccc(F)cc3)CC2)cc1	30%	5.2µM*	12µM*
CCOC(=O)c1[nH]c(C)c(CCC(=O)NCc2ccc(OCC)cc2)c1C	-2%	-27%	-10%
CN(C)c1ccc(-c2csc(C(C)(O)c3ccccc3)n2)cc1 (stereo unspecified)	nt	16µM*	15µM*
CC(=O)Oc1ccc(N(c2ccccc2)S(=O)(=O)c2ccc(C)cc2)cc1	-8%	?	?
CNC(=S)N(Cc1ccc(OC)cc1)Cc1cc2cccc(C)c2[nH]c1=O	-4%	21µM*	18µM*
CCn1c(CNc2ccccc2Cl)nnc1SCC(=O)NCc1ccccc1	-9%	-7%	?
COc1ccccc1C1Nc2cccc3cccc(c23)N1	-2%	21µM*	15µM*
O=C(CN1CCN(C(=O)CCC(=O)N2CCC(c3ccccc3)=N2)CC1)Nc1cccc(F)c1	nt	16µM*	16µM*
COC(=O)c1cc(S(=O)(=O)N2CCOCC2)ccc1Sc1ccccc1N	-4%	-17%	-15%
CCC(=O)OCc1cc(=O)oc2ccc3ccccc3c12	-6%	?	-14%
CC(/C=N/Nc1nc(C)cc(=O)[nH]1)=C\c1ccccc1	-10%	-9%	?
Cc1oc(-c2ccccc2NC(=O)C2CCCO2)nc1CNC(=O)c1cc(F)c(F)cc1F (stereo unspecified)	nt	-1%	-16%[9.04 µM]
